Bioassay records (PubChem)
BRCT PPI green = blocks human BRCA1 BRCT binding to phosphopeptide, green readout. hit rate 0.05% among 75,000. BRCA1 BRCT-phosphopeptide binding, green fluorescence polarization. P38398. AID 875. Potency, µM (series often up to 76.9 µM), for inactives: at the top dose activity change, negative = inhibition, usual class: inhibitors;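 also: potency is read from the fitted curve at half-maximal effect; plate controls were peptide without protein for full effect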
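Fluorescence polarization: His-tagged BRCT (~35 kDa BRCA1 C-terminus, 250 nM) bound to 100 nM fluorescein-labeled phosphorylated 10-aa BACH1 peptide, pH 7.3 phosphate buffer with DTT and Tween 20. Compounds incubated 12 min at room temperature; inhibition read as lowered polarization.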
Casp7 inh = blocks human caspase-7 allosterically or competitively; recombinant caspase-7, Ac-DEVD-AFC fluorescence rate; Potency, µM (highest dose often 57.5 µM), without a hit: top-dose activity change, negative = inhibition, hits mostly inhibitors; hit rate 0.02% among 75,000; AID 889; active = well fitted inhibition curve with a large enough effect in the main read-out, with a control signal flat, not every such curve was filed as active; inconclusive = small, poorly fitted or top-dose-only effect, or a change in a side signal; also: potency is read from the fitted curve at half-maximal effect; % of control where 0% means no effect
Target sequence (P55210 24-198 limits assumed): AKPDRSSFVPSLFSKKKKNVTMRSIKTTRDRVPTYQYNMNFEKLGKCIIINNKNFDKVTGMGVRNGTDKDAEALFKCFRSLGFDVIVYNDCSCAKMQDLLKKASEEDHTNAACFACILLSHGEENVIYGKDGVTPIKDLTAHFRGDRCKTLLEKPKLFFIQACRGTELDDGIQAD
Target sequence (P55210 207-303 limits assumed): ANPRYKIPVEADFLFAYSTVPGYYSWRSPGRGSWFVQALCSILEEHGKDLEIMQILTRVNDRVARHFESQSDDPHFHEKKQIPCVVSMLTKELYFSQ
GFP derepression = epigenetic modulators derepressing GFP locus in mouse cells. mouse C127i GFP locus derepression, cytometry, 30 h. Potency, µM (doses to about 46.1 µM), without a hit: at the highest dose GFP derepression (activation). hit rate 0.09% among 68,000. AID 597; also: % of control where 0% means no effect
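Read-out is the number of GFP-positive cells, scored as fluorescent objects 20 to 120 um wide, reflecting derepression of a silenced CMV-GFP reporter in murine C127i cells after 30 h compound exposure at 37 C.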
Ub-GFP proteasome = inhibits proteasome, raising ubiquitin-GFP reporter fluorescence | Ubiquitin-GFP reporter cells, proteasome inhibition, GFP fluorescence; response scale: untreated = 0%, 10 µM MG-132 = 100% | Potency, µM (series often up to 45.9 µM), without a hit: at the highest dose activation (GFP accumulation), most hits filed as activators | 67,000 tested, under 10 active | AID 526; active = well fitted activation curve with a large enough effect, not every such curve was filed as active; inconclusive = small, poorly fitted or top-dose-only effect, or another doubt; inactive = no such curve, though single readings can be large or run the other way; also: potency is read from the fitted curve at half-maximal effect
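Proteasome blockade was scored as a rise in GFP-expressing U2OS cells carrying a ubiquitin(G76V)-GFP construct, imaged after 4 hr compound treatment at 37 °C across a 46 uM–2.9 nM series.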
4MU fluor = 4-MU region autofluorescence. max dye-equivalent concentration, M. hit rate 11% among 59,000. compound autofluorescence, 340/450 nm, 4-MU equivalents; stronger effect = higher value; in the data active = max dye-equivalent concentration above about 10 nM; inconclusive = mostly about 1.1 nM to 9.6 nM
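Compounds in 100 mM Tris, pH 8.0, incubated 15 min at room temperature, then fluorescence read at 340 nm excitation/450 nm emission. Signal converted to 4-MU dye-equivalent concentration using an on-plate six-point 4-MU standard curve.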
USP2a inhib = blocks human ubiquitin-specific protease USP2a. Potency, µM (highest dose often 38.3 µM), without a hit: at the top dose activity change, negative = inhibition, actives largely listed as inhibitors. AID 927. USP2a enzymatic assay, qHTS inhibition. hit rate 0.1% among 60,000;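 also: potency is read from the fitted curve at half-maximal effect; nearly all actives have a fitted effect of over 60% in size; plate controls were DMSO for no effect and NEM full inhibition control for full effect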
Target sequence (O75604 whole entry, looked up): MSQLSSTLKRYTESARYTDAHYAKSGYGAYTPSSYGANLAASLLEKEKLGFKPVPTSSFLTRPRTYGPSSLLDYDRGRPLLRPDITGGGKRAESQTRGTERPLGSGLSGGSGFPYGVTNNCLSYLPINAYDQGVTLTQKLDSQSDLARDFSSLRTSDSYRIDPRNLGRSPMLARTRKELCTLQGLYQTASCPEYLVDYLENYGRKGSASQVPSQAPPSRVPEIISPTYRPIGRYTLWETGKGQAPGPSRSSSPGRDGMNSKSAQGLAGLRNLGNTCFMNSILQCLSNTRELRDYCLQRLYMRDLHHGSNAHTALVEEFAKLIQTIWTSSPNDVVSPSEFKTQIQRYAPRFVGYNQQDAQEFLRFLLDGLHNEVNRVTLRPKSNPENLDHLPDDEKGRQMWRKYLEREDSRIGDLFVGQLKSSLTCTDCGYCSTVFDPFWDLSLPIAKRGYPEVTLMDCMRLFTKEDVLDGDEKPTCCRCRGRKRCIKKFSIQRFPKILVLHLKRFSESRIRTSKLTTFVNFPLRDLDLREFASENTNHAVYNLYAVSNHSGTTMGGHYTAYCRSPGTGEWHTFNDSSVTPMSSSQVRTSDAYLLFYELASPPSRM
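Coupled readout: USP2-cleaved Ub-PLA2 (20nM final) turns over NBD C6-HPC (20uM final), Ex 460nm/Em 535nm after 2.5 h, time-zero read flagging artifacts. Enzyme (20nM final, pH 8.0 Tris) given 30 min RT with compound first; NEM defines full inhibition.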
HEK293 cAMP ctrl = raises cAMP in parental HEK293 cells, TSHR agonist counter-screen | parental HEK293 CNG cAMP sensor, membrane potential fluorescence | Potency, µM (titrated, usually from 57.1 µM), for the others: top-dose activation, most hits filed as activators | hit rate 2.5% among 73,000; also: potency is read from the fitted curve at half-maximal effect; % of control where 0% means no effect; nearly all actives have a fitted effect of over 55% in size
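Parental HEK 293 cells stably expressing a cAMP-gated CNG channel were loaded with membrane potential dye containing 100 uM RO 20-1724 for 60 min. Compound added for 30 min; depolarization read as fluorescence intensity at 590 nm.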
Casp1 inh = caspase-1 (human) inhibition, allosteric or competitive; P29466; AID 900; Caspase-1 enzyme, Ac-WEHD-AFC fluorogenic rate; Potency, µM (doses to about 57.5 µM), without a hit: at the highest dose activity change, negative = inhibition, most hits filed as inhibitors; hit rate 0.03% among 75,000;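 also: potency is read from the fitted curve at half-maximal effect; plate controls were vehicle for no effect and no substrate for full effect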
BRCT PPI red = BRCT-phosphoprotein interaction inhibition (red fluorophore) | BRCT-phosphopeptide binding, red fluorescence polarization | hit rate 0.03% among 75,000 | Potency, µM (titrated, usually from 76.9 µM), for the others: at the highest dose activity change, negative = inhibition, hits mostly inhibitors | AID 892 | P38398; also: % is scaled to controls: 0 for no effect and ±100 for the full control effect
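Fluorescence polarization: 100 nM His-tagged BRCA1 BRCT with 100 nM TAMRA-labelled phospho-BACH1 decapeptide, phosphate buffer pH 7.3 with 150 mM NaCl, DTT, 0.01% Tween 20; 12 min RT. Binding inhibition seen as FP decrease.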
Fluorescein fluor = compound fluoresces in the fluorescein spectral region | max fluorescein-equivalent concentration, M | AID 593 | hit rate 0.91% among 59,000 | Compound autofluorescence, 480/540 nm, fluorescein-equivalent; stronger effect = higher value; in the data active = max fluorescein-equivalent concentration above about 10 nM; inconclusive = between about 1.1 nM and that limit
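Spectral profiling of library compounds in the fluorescein window (480 nm excitation, 540 nm emission) after 15 min at room temperature in pH 8.0 Tris (100 mM). Values are dye-equivalent concentrations.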
A350 fluor = compound fluoresces in the Alexa 350 spectral region; hit rate 11% among 59,000; AID 590; Compound autofluorescence, 340/450 nm, Alexa 350 dye-equivalents; stronger effect = higher value; max dye-equivalent concentration, M; in the data active = max dye-equivalent concentration above about 10 nM; inconclusive = mostly about 1.1 nM to 9.6 nM
The depositor's hits bear a star; i = inactive; u = inconclusive; x = no result given; [ ] = remark or other dose. Unless noted, calls follow the shape of the dose curve; as a rule, active = well fitted curve in the direction sought with a large enough effect; inconclusive = small, poorly fitted or top-dose-only effect, or another doubt; inactive = no such curve, though single readings can be large; an effect the other way counts as inactive or inconclusive.

(1) COc1ccc(CN2CC(C(=O)NCCN3CCOCC3)CC2=O)cc1 (stereo not drawn)
(2) CCCn1c2ccccc2c2cc(C(=O)O)ccc21
(3) COc1cccc(-c2nc(NCc3cccs3)c3ccccc3n2)c1
(4) COc1ccccc1N1CCN(C(=O)CSc2nc(-c3ccco3)cc(C(F)(F)F)n2)CC1
(5) C=CCOc1cccc(C2C(C(=O)c3ccco3)=C(O)C(=O)N2CCN(CC)CC)c1 (stereo not drawn)
(6) CC(=O)c1c(C)n(CC(=O)NCc2ccc3c(c2)OCO3)c2ccccc12
(7) CC(=O)[C@]1(O)CC[C@@H]2[C@H]3C[C@@H](C)C4=CC(=O)CC[C@@]4(C)[C@H]3[C@@H](O)C[C@]21C
(8) Cc1noc(C)c1CSc1nnnn1-c1ccc(Cl)cc1

| Assay by compound | 1 | 2 | 3 | 4 | 5 | 6 | 7 | 8 |
| --- | --- | --- | --- | --- | --- | --- | --- | --- |
| HEK293 cAMP ctrl | 6.2% | 18.6% | 15.2% | 18.1% | 3.1% | 17.3% | u | 29.1% |
| A350 fluor | i | x | i | i | u | i | i | u |
| 4MU fluor | i | x | i | i | i | i | i | u |
| BRCT PPI green | -4.9% | -0.3% | -2.2% | 2.5% | -2.7% | -0.2% | -1.4%[15.4 µM] | 0.2% |
| Ub-GFP proteasome | -15.1% | -6.0% | 8.2% | 3.9% | 8.6% | 1.4% | 2.0%[9.17 µM] | 3.4% |
| USP2a inhib | 1.2% | x | u | 23.6% | 14.6% | 11.0% | x | 11.2% |
| Casp7 inh | -0.7% | -2.2% | -12.1% | -4.9% | -2.2% | -1.3% | -5.3%[11.5 µM] | -0.2% |
| BRCT PPI red | 0.3% | -1.5% | 0.1% | -0.5% | 0.5% | -3.2% | -0.6%[15.4 µM] | 0.5% |
| GFP derepression | -1.0% | 0.0% | -0.6%[9.22 µM] | -3.5% | -2.0% | -2.0% | -1.3%[9.22 µM] | -1.3% |
| Casp1 inh | 1.1% | -0.2% | -10.7% | -4.3% | -0.8% | -0.7% | 2.2%[11.5 µM] | 2.1% |
| Fluorescein fluor | u | x | i | u | i | u | i | u |

(9) CCOC(=O)C1CCN(c2c(NC3CCCCCCC3)c(=O)c2=O)CC1
(10) CC(=O)N(CCCc1ccc(C(C)(C)C)cc1)CCCN(C)C
(11) CC(CCc1ccco1)NC(=O)c1cc2c(-c3ccccc3F)nn(C)c2s1 (stereo not drawn)
(12) CSc1nc(NC2CCCC2)c([N+](=O)[O-])c(NC2CCCC2)n1
(13) Cc1ccc(-n2c(N)c(C(N)=O)sc2=S)c(C)c1
(14) OC(COc1ccc(Cl)cc1)CN1CCCCC1 (stereo not drawn)
(15) COc1ccc(CN(CCN(C)C)c2ncccn2)cc1
(16) CC(=O)c1cccc(NC(=O)c2cc(-c3ccc(C)cc3)on2)c1

| Assay by compound | 9 | 10 | 11 | 12 | 13 | 14 | 15 | 16 |
| --- | --- | --- | --- | --- | --- | --- | --- | --- |
| HEK293 cAMP ctrl | u | 13.8% | u | -3.3% | -0.5% | 22.1% | x | -2.5% |
| A350 fluor | x | x | x | x | u | i | x | i |
| 4MU fluor | x | x | x | x | i | i | x | i |
| BRCT PPI green | -2.3% | -1.9% | -0.9% | -1.8% | 0.6% | 0.4% | -6.3%[3.08 µM] | -1.9% |
| Ub-GFP proteasome | -8.8% | 1.4% | -1.4% | -5.5% | x | -5.0% | x | 0.9% |
| USP2a inhib | x | 9.6% | x | x | 4.5% | -4.7% | -13.0% | -12.1% |
| Casp7 inh | 0.1% | -0.3% | -2.4% | -0.6% | -0.7% | -1.9% | -0.4% | -0.8% |
| BRCT PPI red | -1.7% | 0.1% | 1.1% | 0.1% | 1.0% | -3.0% | -0.6% | -0.5% |
| GFP derepression | 24.1% | 2.5% | x | -0.9% | -2.1% | -2.1% | x | 0.0% |
| Casp1 inh | -3.2% | -1.1% | -4.5% | -0.2% | -1.2% | 2.4% | -0.4% | -0.9% |
| Fluorescein fluor | x | x | x | x | u | u | x | i |

(17) CC(=O)c1cc(F)c(N2CCN(C(=O)c3ccco3)CC2)cc1C
(18) CCOC(=O)c1cc2occc2n1CC(=O)N1CCCc2ccccc21
(19) CC(C)CCNC(=O)CCCOc1cc(=O)n(C)c2ccccc12
(20) Cc1noc(NS(=O)(=O)c2ccc(NC(=O)Nc3ccc(Cl)c(Cl)c3)cc2)c1C
(21) Cn1c(=O)oc2cc(S(=O)(=O)NCCCN3CCCC3=O)ccc21
(22) COC(=O)CN1C(=O)C2(C(C#N)=C(N)Oc3c2c(C)nn3-c2ccccc2)c2ccccc21 (stereo not drawn)
(23) CC1CCCCN1C(=O)c1cc(-c2ccc(Cl)c(Cl)c2)on1 (stereo not drawn)
(24) CCC(NS(=O)(=O)c1ccc(OC)cc1)C(=O)O (stereo not drawn)

| Assay by compound | 17 | 18 | 19 | 20 | 21 | 22 | 23 | 24 |
| --- | --- | --- | --- | --- | --- | --- | --- | --- |
| HEK293 cAMP ctrl | 5.6% | 10.9% | 6.4% | 5.7% | -2.1% | -4.6% | 11.8% | 7.2% |
| A350 fluor | i | i | i | i | x | i | i | i |
| 4MU fluor | i | i | i | i | x | i | i | i |
| BRCT PPI green | -1.0% | 0.8% | -0.4% | 0.3% | -1.6% | -0.3% | 0.7% | 0.5% |
| Ub-GFP proteasome | -2.0% | -2.9% | -0.9% | 3.7% | -1.3% | 3.7% | -1.5% | 4.1% |
| USP2a inhib | 9.6% | 22.2% | 9.3% | 25.1% | x | 40.8%[activator] | -1.7% | -2.9% |
| Casp7 inh | 1.3% | -1.9% | -0.7% | -4.4% | 0.9% | -0.7% | -4.5% | 1.7% |
| BRCT PPI red | 0.5% | -1.2% | -1.0% | -1.1% | -0.5% | -0.8% | -0.8% | 0.4% |
| GFP derepression | 0.0% | -1.2% | 1.2% | 16.2% | 3.4% | -2.0% | 4.3% | 0.0% |
| Casp1 inh | -0.8% | -2.9% | 2.7% | -12.2% | 1.3% | -1.6% | -2.0% | -0.7% |
| Fluorescein fluor | i | i | i | i | x | i | i | u |

Looked up by structure from the entries so far (3):
(22) COC(=O)CN1C(=O)C2(C(C#N)=C(N)Oc3c2c(C)nn3-c2ccccc2)c2ccccc21 (stereo not drawn)
(21) Cn1c(=O)oc2cc(S(=O)(=O)NCCCN3CCCC3=O)ccc21
(24) CCC(NS(=O)(=O)c1ccc(OC)cc1)C(=O)O (stereo not drawn)

| Assay by compound | 22 | 21 | 24 |
| --- | --- | --- | --- |
| HEK293 cAMP ctrl | -4.6% | -2.1% | 7.2% |
| A350 fluor | i | x | i |
| 4MU fluor | i | x | i |
| BRCT PPI green | -0.3% | -1.6% | 0.5% |
| Ub-GFP proteasome | 3.7% | -1.3% | 4.1% |
| USP2a inhib | 40.8%[activator] | x | -2.9% |
| Casp7 inh | -0.7% | 0.9% | 1.7% |
| BRCT PPI red | -0.8% | -0.5% | 0.4% |
| GFP derepression | -2.0% | 3.4% | 0.0% |
| Casp1 inh | -1.6% | 1.3% | -0.7% |
| Fluorescein fluor | i | x | u |

Only part of the results is shown. The share of hits here may be higher or lower than overall.
